CHX counter: Cycloheximide Counterscreen for Small Molecule Inhibitors of Shiga Toxin; cell reporter, cycloheximide protein synthesis inhibition counterscreen; max response, %; 300,000 compounds, 12% hits; AID 2314, 2010; in the data active = max response mostly above about 13%, no sharp cut-off; inactive = mostly below about 14%; note: read at 38.3 µM for the half of the compounds with a filed dose; 0% is about no effect
TbPYK inhibitor: qHTS of Trypanosoma Brucei Inhibitors; pyruvate kinase (Trypanosoma brucei), Q57TT1; TbPYK enzyme, Kinase-Glo Plus ATP luminescence, 45 min; Potency, µM (series often up to 76.8 µM), without a hit: at the top dose activity, negative = inhibition, usual class: inhibitors; 410,000 compounds, 0.12% hits; note: potency is the fitted concentration of half-maximal effect; % is set by controls: 0 for no effect and ±100 for the full control effect; nearly all actives have a fitted effect of over 50% in size
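T. brucei PYK with substrate was exposed to pin-transferred compounds across a concentration series, then started with 130 uM ADP (final). After 45 min at room temperature, Kinase-Glo Plus luminescence was read, normalized and curve-fitted.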
Pf growth 48h: Primary qHTS for delayed death inhibitors of the malarial parasite plastid, 48 hour incubation | Potency, µM (highest dose often 28.7 µM), for the others: at the highest dose activity change, negative = inhibition, most hits filed as inhibitors | 310,000 compounds, 5.9% hits | P. falciparum luciferase growth in erythrocytes, 48 h; note: potency is the fitted concentration of half-maximal effect; % is set by controls: 0 for no effect and ±100 for the full control effect
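First compound was added to culture medium, then infected red cells at 0.1% parasitemia and 2% hematocrit (final). After incubation at 37 C under 5% CO2, luciferase detection reagent was dispensed and light output recorded.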
Pf growth 96h: Primary qHTS for delayed death inhibitors of the malarial parasite plastid, 96 hour incubation | AID 504834, 2011 | P. falciparum luciferase reporter growth, 96 h | 320,000 compounds, 6.9% hits | Potency, µM (titrated, usually from 28.7 µM), for inactives: at the top dose activity change, negative = inhibition, usual class: inhibitors; note: potency is the fitted concentration of half-maximal effect; % is set by controls: 0 for no effect and ±100 for the full control effect
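P. falciparum expressing integrated firefly luciferase grown in erythrocytes (2% hematocrit, 0.05% parasitemia final) with compounds for 96 hours at 37 C, 5% CO2. Growth inhibition read as loss of luminescence after adding luciferase detection reagent.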
HCV inhibitor: qHTS Assay for Inhibitors of Hepatitis C Virus (HCV) | Huh7.5.1 HCVcc-Cre infection, luciferase reporter, 44 h | Potency, µM (titrated, usually from 41.8 µM), for the others: at the highest dose activity change, negative = inhibition, most hits filed as inhibitors | 340,000 compounds, 3.4% hits; note: potency is the fitted concentration of half-maximal effect; % is set by controls: 0 for no effect and ±100 for the full control effect
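Reporter virus HCVcc-Cre (~0.5 moi) infects cells exposed to compound; seeding density 1,000 cells/well with 4 h settling beforehand. Luminescence, 15 sec read, taken 44 h post-infection following a 15 min RT substrate incubation.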
Shiga inhibitor: A qHTS for Small Molecule Inhibitors of Shiga Toxin; Vero cells, Shiga toxin protein synthesis inhibition reporter; inhibition, % at 38.7 µM; 290,000 compounds, 9.2% hits; AID 2315, 2010; in the data active = inhibition mostly above about 28%, no sharp cut-off; inactive = mostly below about 43%; note: 0% is about no effect
LmPK inh: qHTS Assay for Inhibitors of Leishmania Mexicana Pyruvate Kinase (LmPK); purified LmPK, Kinase-Glo ATP luminescence, 1 h; Potency, µM (series often up to 57.5 µM), inactives show at the top dose activity change, negative = inhibition, actives largely listed as inhibitors; 290,000 compounds, 0.37% hits; AID 1721, 2009; note: potency is the fitted concentration of half-maximal effect; % is set by controls: 0 for no effect and ±100 for the full control effect
Target sequence (Q27686 whole entry, looked up): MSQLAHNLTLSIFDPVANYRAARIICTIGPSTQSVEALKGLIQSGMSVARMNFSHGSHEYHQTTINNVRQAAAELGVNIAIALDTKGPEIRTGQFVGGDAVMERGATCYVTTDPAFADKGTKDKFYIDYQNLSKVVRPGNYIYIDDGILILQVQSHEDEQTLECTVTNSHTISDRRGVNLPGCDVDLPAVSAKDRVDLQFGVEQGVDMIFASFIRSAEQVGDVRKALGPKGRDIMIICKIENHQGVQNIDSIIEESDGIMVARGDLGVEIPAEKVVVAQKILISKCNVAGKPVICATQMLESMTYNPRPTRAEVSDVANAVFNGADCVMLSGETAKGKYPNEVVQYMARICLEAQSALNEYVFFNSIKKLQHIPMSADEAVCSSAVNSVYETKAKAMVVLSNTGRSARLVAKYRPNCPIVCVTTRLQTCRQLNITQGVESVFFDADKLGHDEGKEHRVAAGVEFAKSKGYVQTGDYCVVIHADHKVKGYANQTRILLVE
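Kinase-Glo luminescence read after 1 h RT reaction of 0.1 nM LmPK with 0.5 mM PEP and 0.1 mM ADP. Activity scaled between uninhibited and enzyme-free controls.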
* = called active by the depositor; ? = inconclusive; / = no result given; & = joins results of further samples; [ ] = another dose, or the depositor's remark. Unless noted, calls come from the whole dose curve; as a rule, active = well fitted curve in the direction sought with a large enough effect; inconclusive = small, poorly fitted or top-dose-only effect, or another doubt; inactive = no such curve, though single readings can be large; an effect the other way counts as inactive or inconclusive.

cpd	Compound	CHX counter	TbPYK inhibitor	Pf growth 48h	Pf growth 96h	HCV inhibitor	Shiga inhibitor	LmPK inh
1	CCCCC(=O)Nc1ccc(N2CCN(S(C)(=O)=O)CC2)cc1	2	-5%	10%	6%	-2%	-3	-6%
2	O=C(CN1C(=O)NC(Cc2ccccc2)C1=O)Nc1ccccc1 (stereo unspecified)	22	-1%	23%	29%	11%	29	-3%
3	Cc1nc2c(o1)CCc1ccccc1C2N1CCN(C)CC1 (stereo unspecified)	-5&-4	0%&-4%&-13%	-21%&8%	-19%	-17%&-8%&4%	-16&38	4%&-3%
4	CC1CCN(S(=O)(=O)c2ccc3c4c2CC(=O)N4CC(C)S3)CC1 (stereo unspecified)	-1	2%	8.3µM*	12%	-17%	-5	1%
5	CC(C)CC(CC(C)C)=NNC(=O)c1ccc2c(c1)OCO2	52*	-2%	?	-8%	-2%	74*	1%
6	CCS(=O)(=O)NCC(c1ccco1)N1CCN(c2ccccc2)CC1 (stereo unspecified)	0	9%&-3%	5%	-13%	?	-26	0%
7	COc1ccc(NC(=S)N(CCCN2CCCC(C)C2)Cc2cccs2)cc1 (stereo unspecified)	-4	1%	?	?	-24%	-9	-3%
8	CC1CC(C)(C)CC2(C1)NC(=O)N(CC(=O)NCCc1ccc3c(c1)OCCO3)C2=O (stereo unspecified)	2	3%	-16%	0%	13%	4	0%
9	Cn1c(SCC(=O)NNC(=O)Cc2ccccc2)nc2ccccc2c1=O	-1	-25%	-13%	8%	18%	7	-3%
10	CCOC(=O)c1c(NC(=O)C(=O)N/N=C(\C)c2ccc(OC)cc2)sc2c1CCCCC2	16	2%	21%	25%	3%	-9	0%
11	Fc1cccc2sc(Nc3nc4ccccc4s3)nc12	56*	-6%	209%[activator]	33%[activator]	-21%	69*	-3%
12	O=C(NCCSc1ccccc1)c1ccco1	82*	0%	2%	?	-5%	80*	-16%
13	CC(=O)C1=C(O)C(=O)N(c2ccc(O)cc2)C1c1ccccc1 (stereo unspecified)	-2	-1%	-4%[0.00184 µM]	-2%	2%	-2	-2%
14	Oc1ccccc1-c1nc(NCc2ccco2)c2ccccc2n1	25*	5%	-22%	?	3.2µM*	36*	1%
15	CC(C)Oc1ccc(CNC(=O)c2cc(S(=O)(=O)N3CCOCC3)cn2C)cc1	-3	0%	11%	?	4%	-4	-2%
16	CCN(CC(=O)Nc1ccccc1C(=O)OC)S(=O)(=O)c1ccc(OC)cc1	-5	-2%	-12%	/	?	-24	-2%
17	CCOC(=O)C1=C(C)Nc2ccccc2N=C1NC(=O)c1cccc(S(=O)(=O)N(C)C)c1	-3	3%	/	6%	-8%	-14	14%
18	COc1ccc(-c2cc(-c3ccccc3O)[nH]n2)cc1	55*	12%	59%[activator]	224%[activator]	-5%	71*	-15%
19	COC(=O)/C(=C\Nc1ccc(Cl)c2ccccc12)c1ncc(C(F)(F)F)cc1Cl	2	2%	/	13%	9%	23	-1%
20	Cc1cc(C)n(/N=C\c2c(O)ccc3ccccc23)c(=O)c1C(N)=O	17	-1%	/	166%[activator]	6%	7	-1%
21	COc1ccc(N(CC(=O)NCc2ccc3c(c2)OCO3)S(=O)(=O)c2c(C)nn(C)c2C)cc1	-4	1%	/	9%	4%	-13	2%
22	CCCOc1ccc(C(=O)Nc2ccc(C)cc2[N+](=O)[O-])cc1	-2	2%	43%[activator]	1%	0%	6	-3%
23	CCCCCCSc1ccc(-c2nc3ccc(C)cn3c2NCc2ccccc2)cc1	/	-3%&-3%	?	?	-7%	/	/
24	O=C(NCc1nc(-c2ccc(Cl)cc2)no1)c1ccco1	11	-1%	43%	?	?	5	-7%
25	O=C(COC(=O)CSc1ccc(Cl)cc1)NCCc1ccccc1	/	-1%	23%	2%	-3%	/	/
26	COc1cc(C(=O)N/C(=C\c2cn(C)c3ccccc23)C(=O)NCCCN2CCOCC2)cc(OC)c1OC	9	-8%	-17%	10%	?	11	7%
27	CCn1nc(CC(=O)Nc2nnc(CC(=O)N3CCOCC3)s2)c2ccccc2c1=O	-1	-4%	-3%	0%	16%	-7	-2%
28	CCC1CCCCN1C(=O)CCc1nnc(Cc2c[nH]c3ccccc23)o1 (stereo unspecified)	9	-15%	-27%	?	2%	31*	7%
29	Cc1nc2c(sc3nc4c(cc32)COC(C)(C)C4)c(=O)o1	5	-1%	?	?	4%	-3	-15%
30	CCC(C)(C)NC(=O)C(c1ccc(C)o1)N(C(=O)c1csnn1)c1cccc(F)c1 (stereo unspecified)	-3	-7%	-17%	?	-1%	-5	3%
31	O=C(c1cncc(Br)c1)N1CCc2ccccc2C1	-1	4%	/	-26%	6%	-3	11%
32	Cc1ccc(C(=O)N/C(=C\C=C\c2ccccc2)C(=O)NCc2ccco2)cc1	11	-4%	-13%	?	?	28	0%
33	O=C(O)c1ccccc1NC(=S)NC(=O)c1sc2ccccc2c1Cl	18	-20%	22%	12%	6%	38	-2%
34	COc1ccc(C(=O)OCC(=O)NC(=O)CCSc2ccccc2)cc1	4	2%	21%	?	21%	23	6%
35	CC(=O)Nc1ccc(NC(=O)C(C)OC(=O)COc2ccc(Nc3ccccc3)cc2)cc1 (stereo unspecified)	/	-15%	-11%	0%	26%	/	/
36	Cc1csc(SCC(=O)c2ccc(S(=O)(=O)N3CCOCC3)cc2)n1	-4	-16%	?	10µM*	-5%	28	-13%
37	Cc1ccc(C)c(N2CCN(C(=O)CC3Sc4ccccc4NC3=O)CC2)c1 (stereo unspecified)	-3	1%	?	?	10µM*	-36	1%
38	CCC(C)NC(=O)CN(c1cc(C)cc(C)c1)S(=O)(=O)c1c(C)[nH]c(=O)[nH]c1=O (stereo unspecified)	-2	-1%	?	0%	6%	-10	3%
39	CCN(CC(=O)Nc1c(F)cccc1F)C(=O)C1CC(=O)N(CCc2ccccc2)C1 (stereo unspecified)	/	-4%	-4%	4%	-15%	/	/
40	COc1cc(CNC(C)(C)C)cc(Br)c1OCc1cccs1	-6	-5%	?	19%	20µM*	-7	0%
41	Cc1nc(C(C)N(C)Cc2nc(Cc3ccccc3F)no2)c(C)s1 (stereo unspecified)	7	2%	?	-29%	16%	61	6%
42	CCCNC(=O)NC(=O)CN1C(=O)NC(C)(c2ccc3ccccc3c2)C1=O (stereo unspecified)	-2	-1%	10%	2%	-12%	-6	2%
43	CCN1CCN(c2cc(C)c3cc(NC(=O)c4cc(OC)cc(OC)c4)ccc3n2)CC1	18*	3%&-1%	?	?	2.2µM*	64*	4%
44	O=C(NCc1ccccn1)c1ccc(N2CCCC2=O)cc1	23*	2%	71%[activator]	14%	-12%	27	3%
45	Cc1ccc(CSc2nncn2-c2ccccn2)cc1	-2	-4%	-15%	-7%	-22%	-8	5%
46	C=CCc1c(O)nc(SCC(=O)c2ccccc2)[nH]c1=O	-3	-10%	-8%	?	14%	1	2%
47	CC1CCN(C(=O)CN(C2CCCCC2)S(C)(=O)=O)CC1	6	4%	6%	-31%	-5%	10	3%
48	Cc1ccnc(-n2c(C)cc(C=O)c2C)c1	5	4%	?	0%	-5%	-7	1%
49	O=P(OC1CCCCC1)(OC1CCCCC1)C(Nc1ccccc1)c1cccnc1 (stereo unspecified)	-4	4%	0%	?	-3%	-2	1%
50	O=C(O)/C=C/c1cn(-c2ccccc2)nc1-c1ccc2c(c1)OCCO2	-2	-3%	-12%	?	3%	21	2%
51	CCOC(=O)C(=CNc1cscc1S(=O)(=O)C(C)C)C(=O)OCC	-4	-13%	?	?	-24%	1	2%
52	CCOC(=O)c1ccc(C(=O)OCC)nc1	16*	-1%	10%	24%	1%	35*	-2%
53	Cc1cccc(Nc2nc(NCc3ccco3)c3ccccc3n2)c1	11*	-1%	0.66µM*	?	6.3µM*	23	0%
54	Cc1ccc(N2CC(C(=O)O)CC2=O)cc1 (stereo unspecified)	1	-2%	46%[activator]	4%	2%	-7	-1%
55	CN1OC2C(=O)N(c3ccccc3)C(=O)C2C1c1ccc(F)cc1 (stereo unspecified)	3	-15%	5%	0%	/	71	2%
56	CSc1nc2c(c(=O)[nH]1)C(c1cccs1)C1=C(CCCC1=O)N2 (stereo unspecified)	-4	-30%	2%	16%	17%	-12	-1%
57	Cc1cc(C)n2nc(SCC(=O)N(C)c3c(N)n(Cc4ccccc4)c(=O)[nH]c3=O)nc2n1	8	/	3%	28%	/	-3	2%
58	CCOC(=O)C(CCC(C)=O)C(=O)c1ccccc1 (stereo unspecified)	-1	0%	20%	?	12%	-5	1%
59	Cc1cccnc1	/	1%	45%[activator]	?	14%	/	/
60	Cc1ccc(NC(=O)CCC(=O)NNC(=O)Cc2ccccc2)cc1C	-3	2%	-4%	82%[activator]	-5%	-1	2%

(continued)
cpd	Compound	CHX counter	TbPYK inhibitor	Pf growth 48h	Pf growth 96h	HCV inhibitor	Shiga inhibitor	LmPK inh
61	CC(C)CNC(=O)C1CCN(S(=O)(=O)c2ccc(-n3cnnn3)cc2)CC1	-3	-4%	-7%	4%	2%	-12	1%
62	N#Cc1cc(Cl)c(NCC2CCCO2)cc1C#N (stereo unspecified)	2	-2%	7%	?	-16%	-13	-9%
63	COCCNC(=O)/C(C#N)=C/c1ccc2c(c1)OCO2	19*	3%	9%	?	7%	41*	-18%
64	O=C(NC(O)C(Cl)(Cl)Cl)NC(O)C(Cl)(Cl)Cl (stereo unspecified)	/	4%	-3%	-14%	/	/	/
65	CCCCCCCCCOc1ccc2[nH]cc(CCN)c2c1	-6	/	/	/	/	-24	3%
66	O=C(NCc1ccccc1)NC1(C(=O)N2CCN(c3ncccn3)CC2)CCCCC1	-2	1%	?	/	-7%	14	0%

Full records from above. Order of screens: CHX counter, TbPYK inhibitor, Pf growth 48h, Pf growth 96h, HCV inhibitor, Shiga inhibitor, LmPK inh
Results for COCCNC(=O)/C(C#N)=C/c1ccc2c(c1)OCO2 = 19*, 3%, 9%, ?, 7%, 41*, -18%
Results for CCCCCCCCCOc1ccc2[nH]cc(CCN)c2c1 = -6, /, /, /, /, -24, 3%

The order is random; about 24% have a hit in one of these screens.
